m-calpain inh: inhibitors of pig calpain II, primary screen, biochemical, fluorogenic peptide substrate, 1536-well | inhibition, % at 16 µM | purified calpain II, 30 min | AID 1236, 2008 | actives 0.37% (n = 220,000);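 active = inhibition above about 50%, limit read from the data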
EBV gp42 block: Epstein-Barr virus gp42 inhibitors, primary screen, biochemical, uHTS, fluorescence polarization | Glycoprotein 42 (Epstein-Barr virus (strain AG876)), Q1HVG2 | Fluorescence polarization binding assay, mP read-out | inhibition, % (tested at 21.74 µM) | actives 0.42% (n = 220,000); in the data active = inhibition above about 50%
Target sequence (Q1HVG2 whole entry, looked up): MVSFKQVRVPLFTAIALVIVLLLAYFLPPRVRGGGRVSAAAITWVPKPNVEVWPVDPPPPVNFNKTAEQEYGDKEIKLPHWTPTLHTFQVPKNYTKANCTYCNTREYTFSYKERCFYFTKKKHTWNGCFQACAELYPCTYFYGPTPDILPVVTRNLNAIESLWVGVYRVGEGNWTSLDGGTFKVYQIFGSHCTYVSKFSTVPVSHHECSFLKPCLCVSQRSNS
zfTRPN1 agonist: zebrafish TRPN1 channel agonists, primary screen, cell-based, HEK293, calcium fluorescence. transient receptor potential cation channel N1 (TRPN1/NompC), Danio rerio. actives 0.18% (n = 220,000). activation, % at 3 µM. AID 1424, 2008. HEK293 zebrafish TRPN1-YFP, Fluo-8 calcium fluorescence; 100% = response to 87 µM carbachol;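 active = activation above its plate's cutoff, the mean activation of test wells on that plate plus 3 SD, cut at about 19% in these data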;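 note: 0% = DMSO alone and 100% = 87 µM carbachol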
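Control set: carbachol 87 µM as high control, DMSO as low control; system: HEK293 stable line with zebrafish TRPN1-YFP; read-out: % activation versus carbachol response; detection: intracellular calcium fluorescence with Fluo-8; doses: single test compound dose, 3 µM nominal, 0.3% DMSO; schedule: dye 1 h 37 °C plus 30 min RT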
KCC2 mod: KCC2 cotransporter modulators, thallium flux, primary screen, cell-based, HEK293 KCC2, FluoZin-2 fluorescence, MLSMR. KCC2 cells, thallium flux FluoZin-2 fluorescence. B-score of Tl+ flux slope (higher = more flux/activation; lower = inhibition) at 10 µM. actives 2.2% (n = 190,000). AID 1456, 2008;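 active = thallium flux slope and its plate-corrected score both differing from the plate sample mean at a set confidence after two filtering rounds, in either direction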;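 note: slope of fluorescence scaled to starting intensity during 10 to 20 s after thallium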
TbHK1 inh: Trypanosoma brucei hexokinase 1 inhibitors, primary screen, biochemical, G6PDH-coupled NADH absorbance, MLSCN library. hexokinase 1 [Trypanosoma brucei]. recombinant TbHK1, G6PDH-coupled NADH A340. inhibition, % at 10 µM. actives 0.11% (n = 220,000). AID 1430, 2008;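 active = inhibition of 50% or more in the single-dose primary screen; inactive = inhibition below 50%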
Furin inh: human furin inhibitors, primary screen, biochemical, fluorescence intensity | inhibition, % at 30 µM | actives 0.061% (n = 220,000) | purified furin, fluorogenic substrate cleavage; in the data active = inhibition above about 25%; note: inactives centre near -15
PPC-1+TRAIL kill: compounds killing PPC-1 cancer cells with TRAIL present, primary screen, TRAIL potentiator project, ATPLite luminescence, uHTS; cell killing (% activity), % at 4 µM; PPC-1 cells + TRAIL, ATPLite viability luminescence; actives 0.41% (n = 220,000);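 active = cell killing above 50% in the first pass at 4 µM, then a duplicate retest at 5 µM averaging 50% or more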;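 note: plate controls were cells with TRAIL plus DMSO for no effect and medium-only wells lacking cells for full effect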
TRPML3 agonist: human TRPML3 channel agonists, primary screen, cell-based, HEK293 TRPML3-YFP, Fluo-8 calcium fluorescence, 3 µM; Mucolipin-3 (Homo sapiens), Q8TDD5; 100% = the carbachol control signal; activation, % at 3 µM; actives 0.29% (n = 220,000); AID 1448, 2008;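 active = activation above its plate's cutoff, the mean activation of the plate's test wells plus 3 SD, cut at about 12% in these data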;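 note: 0% = DMSO only wells and 100% = carbachol wells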
Target sequence (Q8TDD5 whole entry, looked up): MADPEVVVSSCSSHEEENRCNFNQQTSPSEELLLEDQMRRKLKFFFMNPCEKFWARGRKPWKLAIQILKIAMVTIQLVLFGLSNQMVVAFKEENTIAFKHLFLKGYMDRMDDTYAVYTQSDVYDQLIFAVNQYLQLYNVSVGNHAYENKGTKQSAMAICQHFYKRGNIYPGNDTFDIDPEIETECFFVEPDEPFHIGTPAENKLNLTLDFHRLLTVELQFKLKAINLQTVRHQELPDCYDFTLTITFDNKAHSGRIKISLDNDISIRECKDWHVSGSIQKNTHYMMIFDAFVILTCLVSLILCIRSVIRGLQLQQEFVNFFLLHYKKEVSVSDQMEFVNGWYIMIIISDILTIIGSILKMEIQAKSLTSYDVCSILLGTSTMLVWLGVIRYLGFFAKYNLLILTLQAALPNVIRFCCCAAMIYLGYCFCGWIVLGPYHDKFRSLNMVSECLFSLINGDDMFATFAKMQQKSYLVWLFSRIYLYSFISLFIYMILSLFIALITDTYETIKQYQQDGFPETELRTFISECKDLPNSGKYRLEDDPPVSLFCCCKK
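Material: TRPML3-YFP stable HEK293 cells | Dosing: One concentration, 3 µM nominal, 0.3% DMSO | Timing: 125 s total fluorescence read per well | Technique: Fluo-8 calcium dye fluorescence, ex 470-495, em 515-575 nm | Measure: Percent activation from peak-to-basal fluorescence ratio, scaled between DMSO and carbachol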
thrombin 1536: human alpha-thrombin inhibitors, primary screen, counter-screen for coagulation protease inhibitor project, biochemical, 1536-well, fluorogenic AMC substrate. Boc-VPR-AMC fluorogenic substrate cleavage. inhibition, % at 5 µM. actives 0.26% (n = 220,000). AID 1046, 2008;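 active = inhibition at or above 40%; inactive = inhibition below 40%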;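 note: 0% = enzyme with no compound and 100% = wells without enzyme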
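Material: Human alpha-thrombin protein | Buffer or medium: pH 7.5 Tris-saline with Tween 20 | Reagent: Boc-VPR-AMC substrate, 15 µM final | Schedule: Reaction at ambient temperature | Detection: AMC fluorescence at 355 nm excitation and 460 nm emission | Evaluation: Percent inhibition scaled between no-compound controls and no-enzyme blanks | Controls: no-compound enzyme wells and no-enzyme blanks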
* marks the source's active call; other numbers are inactive results; i = inactive; . = no result given; [ ] = dose if it differs, or a comment.

SMILES	m-calpain inh	EBV gp42 block	zfTRPN1 agonist	KCC2 mod	TbHK1 inh	Furin inh	PPC-1+TRAIL kill	TRPML3 agonist	thrombin 1536
O=C(COc1ccc(/C=N/NS(=O)(=O)c2ccccc2)cc1)Nc1ccc(F)cc1	-2	0	-0.8	.	-5	-24[20 µM]	1	-0.5	0
COc1ccc(C(=O)c2c(NC(C)=O)sc3c2CCN(C(=O)OC(C)(C)C)C3)cc1	4	0	-1.3	-2.5	-15	-13	12	-0.3	-4
O=C(Nc1ccccc1F)c1ccc(CSc2ncccn2)cc1	5	38	0.9	-1.6	-3	-26	5	0.1	1
COc1cccc(C(=O)Nc2nc3ccc(S(C)(=O)=O)cc3s2)c1	-14	5	4.0	0.11	-23	-20	27	0.7	9
Cc1onc(-c2ccccc2)c1C(=O)Nc1ccc(S(=O)(=O)NC(C)(C)C)cc1	9	-19	3.4	0.66	-1	-29	8	1.0	-2
CCC1(C)Cc2nc(Cl)c(C#N)cc2CO1 (centres undefined)	-19	-13	0.4	1.3	-7	-22	-4	0.4	-8
Cc1c(C(=O)N2CCOCC2)sc2nc(-c3ccccc3)cn12	-16	-16	-0.1	0.31	-1	-16	-14	0.5	1
NNC(=O)CCn1c2ccccc2c2ccccc21	-10	-16	-2.0	0.053	-8	-18	6	0.8	-5
Cc1ccc(CCNC(=O)CN2CCN(Cc3ccccc3F)C2=O)cc1	44	-8	-0.2	.	-2	-20[20 µM]	17	0.8	-11
CC(=O)/C=C(\C)NCCNc1c(F)c(F)c(CO)c(F)c1F	-6	-12	0.1	0.031	-1	-16	15	0.3	-2
O=c1[nH]c(CN2CCN(S(=O)(=O)c3ccc4c(c3)OCCO4)CC2)nc2sc3c(c12)CCCC3	9	-28	-0.2	-0.0044	-4	-8	3	0.8	-16
CCOC(=O)c1[nH]c2ccc(OC)cc2c1NC(=O)NC(C)C	-417	7	0.6	-0.0073	-10	-16[20 µM]	21	0.2	16
C[C@H]1CC[C@@]2(O[C@H](CCO)C[C@@H](O)[C@@H]2O)O1	12	-2	0.8	-0.24	-7	-18	4	0.3	-6
CCC(=O)NCCc1nc2cc(NC(=O)c3ccc(OC)cc3)ccc2n1C	8	-1	-0.3	.	-2	-8[20 µM]	0	0.2	-3
O=C(O)Cn1c(SCCOc2ccccc2F)nc2ccccc21	-3	-15	-0.4	1.1	2	-13[20 µM]	11	0.7	2
CCC(C)NC(=O)c1ccccc1NC(=O)c1ccccc1N(C)S(C)(=O)=O (centres undefined)	-20	-10	1.3	0.13	0	-13[20 µM]	-10	0.6	2
Cc1cc(NC(=O)CSc2nnc(-c3ccccc3)c(-c3ccccc3)n2)no1	-17	6	0.7	0.043	-3	-18	-3	0.5	5
CCN(CC)c1ccc2c(C)c(CN3CCOCC3)c(=O)oc2c1	i	-18	1.6	-0.16	-6	-24	12	-0.1	-7
Cc1cc([N+](=O)[O-])nn1CC(=O)NCc1nc2ccccc2[nH]1	-21	-28	-1.2	-0.049	-2	-15	4	-0.3	-1
COc1ccccc1-c1nc(-c2ccc(C)nc2OC)no1	-25	-1	-2.5	-0.76	1	4[20 µM]	18	-0.5	2
CC1(CC(=O)N/N=C/c2cc(Br)c(O)cc2O)OCCO1	-322	-13	-1.2	-0.26	-54	-16[20 µM]	13	0.3	-1
CCOc1ccc(C(=O)N[C@H](C(=O)Nc2ccc(OC)c(S(=O)(=O)N3CCOCC3)c2)C(C)C)cc1	4	-15	-0.2	0.5	-9	-18	26	0.1	-2
CN(C)/C=C/C(=O)c1ccccc1F	3	-21	0.4	.	-17	-13[20 µM]	-13	-0.3	-3
Cc1ccc(S(=O)(=O)Nc2nc(C)c(C(=O)N/N=C/c3ccccc3)s2)cc1	-7	1	0.1	0.29	-4	-28	.	0.3	2
O=C(OCc1cc2ccccc2[nH]c1=O)c1cccnc1	-9	-15	0.0	.	-17	-12	10	0.1	4

(more compounds)
SMILES	m-calpain inh	EBV gp42 block	zfTRPN1 agonist	KCC2 mod	TbHK1 inh	Furin inh	PPC-1+TRAIL kill	TRPML3 agonist	thrombin 1536
COc1ccc(C2/C(=C(/O)c3ccc(C)cc3)C(=O)C(=O)N2c2ccccn2)cc1OC (centres undefined)	10	-3	1.7	0.011	-28	-11	4	0.7	6
Cc1ccc(NC(=O)N(CCC(=O)O)Cc2ccccc2)cc1	-4	-2	2.4	-0.033	-10	-18	20	1.6	-4
O=c1c(Cc2ccc(F)cc2)c(O)ccn1CCCN1CCOCC1	-24	3	0.7	0.57	-6	-26	15	0.5	2
CCCN1CCN(CCCNC(=O)CN2C(=O)COc3ccccc32)CC1	-1	0	-0.3	-0.12	4	-19	19	0.4	9
CCCCOc1ccc(CN2CCC(O)CC2)cc1	3	-12	0.3	.	5	-18	33	0.9	-3
Cc1cc(C)cc(OCc2nc3ncc(Br)cc3[nH]2)c1	.	.	0.1	0.77	32	-3[20 µM]	.	1.1	.
O=C(CCCc1nc(-c2ccccc2Cl)no1)NCc1cccnc1	3	-20	1.0	0.47	3	-26	13	0.8	1
CC(C)CN(C(=O)c1nn(C)c(=O)c2ccccc12)c1nc2ccccc2s1	32	-20	-0.2	.	-9	-11[20 µM]	-19	0.4	-3
S=C(NN=C1CCN(Cc2ccccc2)CC1)NC1CCCCC1	22	-16	0.1	-3.5*	2	-26	16	0.9	2
CC(C)=CC(=O)OCC(=O)Nc1ccc(SC(F)F)cc1	18	2	0.7	-1.1	-1	-10	25	0.9	-3
O=[N+]([O-])c1cccc(CSc2nnc(Cc3ccccc3)n2-c2ccc(F)cc2)c1	18	-11	-1.7	-4.2	2	-23	5	-0.2	-2
Cc1cc(-n2ccc(=O)[nH]c2=O)nc(-c2ccccc2)n1	2	-2	-0.6	-0.4	5	-9	-6	-0.1	3
Cc1ccc(NS(=O)(=O)c2cc(C(=O)NCCSc3ccc(C)cc3)ccc2C)cc1	17	-8	0.4	.	-1	-9[20 µM]	-8	0.2	3
Cc1ccc(/C=N/n2c(COc3ccccc3)n[nH]c2=S)o1	-5	-7	0.2	-0.77	-12	-19	16	0.2	-8
Cc1cc(/C=C(\C#N)C(=O)Nc2ccccc2)c(C)n1-c1ccc(C(=O)O)cc1	40	-3	0.9	-1.1	-35	-2	3	0.1	4
CC(=O)C(=Nc1ccccc1Cl)NNc1ccc(Cl)cc1	25	6	-1.7	-0.46	-8	0[20 µM]	13	0.1	0
COC(=O)c1ccc(Nc2nc(C)cc(C)n2)cc1	-26	-11	-0.6	0.56	-4	-11[20 µM]	8	0.3	-2
CCOC(=O)C1=C(C)NC2=C(C(=O)CC(C)(C)C2)C1c1cccc(C)n1 (centres undefined)	-459	-1	0.9	-0.037	3	-9	6	2.1	-1
Cn1c(=O)n(-c2cccc(Cl)c2)c(=O)c2c3c(sc21)COC(C)(C)C3	10	4	-1.5	-0.026	0	-17[20 µM]	18	0.1	3
COCc1cc(=O)[nH]c(-c2ccccc2OC(F)(F)F)n1	1	-4	2.7	0.27	-9	-6	-4	0.4	-2
CN(C(=S)Nc1ccc(SC(F)F)cc1)c1ccc(O)cc1	27	3	0.8	0.66	-1	-15	25	0.4	36
Cn1c(SCC(=O)NCC2CCCO2)nc2c([nH]c3ccccc32)c1=O (centres undefined)	-13	-13	2.1	0.82	-11	-22[20 µM]	13	0.0	1
Cc1nnc(NC(=O)c2c(F)cccc2F)s1	-42	-4	1.9	0.98	-4	-26	16	1.2	-3
COc1ccc2cc(C(=O)C3CCCN(Cc4cnc(N5CCOCC5)s4)C3)ccc2c1 (centres undefined)	-155	-2	3.0	0.65	-22	-25	24	3.3	-3
CCc1ccccc1NC(=O)CCCSc1nc2ccccc2s1	10	2	-2.0	-0.19	0	-11	10	-1.2	-8
Cc1cc(OC(=O)c2ccccc2Cl)cc(=O)n1C	-27	-14	-0.6	.	1	-25[20 µM]	-1	-0.5	2
CCOc1ccc(N2C(=O)CN(C)C2=S)cc1	1	-11	-0.2	0.19	29	-16	1	-0.2	-6
CC1(C)CC(CCN(Cc2ccccc2)C(=O)c2ccco2)(c2ccccc2)CCO1 (centres undefined)	6	-3	-1.8	-0.9	-9	-7	32	-0.6	1
O=c1oc2ccccc2c(NCc2ccccc2F)c1[N+](=O)[O-]	13	-7	-0.6	-3.5	-10	-14	6	0.1	-10
CNCc1ccccc1OCc1ccccc1F	-22	2	0.0	-0.36	-1	-26	11	-0.6	-6

From PubChem BioAssay
